High-throughput results deposited in PubChem BioAssay by National Center for Advancing Translational Sciences (NCATS).
MLL CXXC-DNA inh: blocks binding of human MLL CXXC domain to DNA. MLL-CXXC / FITC-HOXA9 DNA fluorescence polarization. Potency, µM (series often up to 115 µM), without a hit: at the highest dose activity change, negative = inhibition, actives largely listed as inhibitors. hit rate 0.037% among 290,000; active means well fitted inhibition curve with a large enough effect in the polarisation, with a control signal flat, not every such curve was filed as active; inconclusive means small, poorly fitted or top-dose-only effect, or effect the other way, or a change in a side signal; inactive means no such curve, though single readings can be large or run the other way; the % refers to the polarisation; further: potency means the concentration at half of the fitted maximal effect
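Fluorescence polarization: 7 uM MLL-CXXC (stock) preincubated 5 min with compounds, then 50 nM fluorescein-HOX-A9 DNA (stock) added; 30 min ambient. Buffer 50 mM Tris-HCl pH 7.5, 50 mM NaCl, 1 mM DTT, 0.05% BSA.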
PTAP TSG101 blk: blocks PTAP/TSG101 interaction to inhibit HIV-1 budding; Q99816; Fluorescence polarization, FITC-PTAP peptide / Tsg101 binding; Potency, µM (top dose mostly 115 µM), without a hit: at the highest dose activity change, negative = inhibition, actives largely listed as inhibitors; 340,000 tested, under 10 active; AID 493005; active means well fitted inhibition curve with a large enough effect in the main read-out, with a control signal flat, not every such curve was filed as active; inconclusive means small, poorly fitted or top-dose-only effect, or effect the other way, or a change in a side signal; inactive means no such curve, though single readings can be large or run the other way; further: potency means the concentration at half of the fitted maximal effect; % of control where 0% means no effect
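Fluorescence polarization binding of Tsg101 binding domain (10 uM final) to FITC-labeled PTAP peptide (50 nM final) in HEPES pH 7.5 buffer with NaCl, Tween 20, EDTA, TCEP. Compounds added before peptide; binding 20 min at RT.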
Mito fusion act: blocks mitochondrial division or promotes mitochondrial fusion | S. cerevisiae fusion-defective mutant growth rescue, CellTiterGlo 48 h | Potency, µM (titrated, usually from 46.1 µM), for the others: top-dose growth rescue (activation), usual class: activators | hit rate 0.23% among 320,000 | AID 485298;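 further: potency means the concentration at half of the fitted maximal effect; % of control where 0% means no effect; nearly all actives have a fitted effect of over 45% in size; temperature-sensitive fusion mutants such as fzo1-1 at 37 °C on non-fermentable ethanol glycerol medium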
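Compounds are tested for their ability to restore growth of mitochondrial fusion-defective yeast strains at non-permissive 37C in YPEG medium over 48 hours. Viability is quantified by luciferase luminescence.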
S-ASM inh: blocks human secretory acid sphingomyelinase | placental ASM, HMU-PC fluorogenic substrate, 60 min | hit rate 0.006% among 340,000 | Potency, µM (titrated, usually from 57.5 µM), for inactives: at the highest dose activity change, negative = inhibition, usual class: inhibitors | P17405 | AID 504937; further: potency means the concentration at half of the fitted maximal effect
Target sequence (P17405 47-631 limits assumed): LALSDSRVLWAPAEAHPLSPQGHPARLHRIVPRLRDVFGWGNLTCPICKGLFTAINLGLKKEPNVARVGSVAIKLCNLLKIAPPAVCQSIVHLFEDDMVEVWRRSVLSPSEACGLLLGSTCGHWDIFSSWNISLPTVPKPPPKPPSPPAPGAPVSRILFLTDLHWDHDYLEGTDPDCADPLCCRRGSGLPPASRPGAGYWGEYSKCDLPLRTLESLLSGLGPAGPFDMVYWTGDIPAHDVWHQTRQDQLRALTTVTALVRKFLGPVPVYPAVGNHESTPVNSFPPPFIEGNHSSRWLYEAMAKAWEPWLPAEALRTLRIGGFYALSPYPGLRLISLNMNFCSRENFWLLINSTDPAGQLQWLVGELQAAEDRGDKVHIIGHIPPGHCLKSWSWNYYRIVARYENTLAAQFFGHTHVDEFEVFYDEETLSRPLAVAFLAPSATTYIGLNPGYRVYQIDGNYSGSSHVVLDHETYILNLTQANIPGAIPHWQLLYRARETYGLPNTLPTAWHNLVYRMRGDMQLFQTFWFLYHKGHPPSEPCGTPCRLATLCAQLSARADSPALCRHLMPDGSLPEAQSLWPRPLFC
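Fluorogenic HMU-PC substrate (9 uM final) is turned over by placental ASM in 60 min at 37 C after a 10 min compound preincubation. Reaction ended by alkaline stop (pH 10), with fluorescence read at 386/447 nm.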
MBNL1-CUG inh: MBNL1-poly(CUG) RNA binding inhibition; Q9NR56; TR-FRET MBNL1-His/biotin-(CUG)12 binding, 665/545 ratio; Potency, µM (doses to about 57.5 µM), for the others: at the top dose activity change, negative = inhibition, hits mostly inhibitors; hit rate 0.036% among 280,000; active means well fitted inhibition curve with a large enough effect in the signal ratio, with a control signal flat, not every such curve was filed as active; inconclusive means small, poorly fitted or top-dose-only effect, or effect the other way, or a change in a side signal; inactive means no such curve, though single readings can be large or run the other way; the % refers to the signal ratio; further: potency means the concentration at half of the fitted maximal effect; on the % scale 0 is the no-effect control and ±100 the full control effect
Target sequence (Q9NR56 whole entry, looked up): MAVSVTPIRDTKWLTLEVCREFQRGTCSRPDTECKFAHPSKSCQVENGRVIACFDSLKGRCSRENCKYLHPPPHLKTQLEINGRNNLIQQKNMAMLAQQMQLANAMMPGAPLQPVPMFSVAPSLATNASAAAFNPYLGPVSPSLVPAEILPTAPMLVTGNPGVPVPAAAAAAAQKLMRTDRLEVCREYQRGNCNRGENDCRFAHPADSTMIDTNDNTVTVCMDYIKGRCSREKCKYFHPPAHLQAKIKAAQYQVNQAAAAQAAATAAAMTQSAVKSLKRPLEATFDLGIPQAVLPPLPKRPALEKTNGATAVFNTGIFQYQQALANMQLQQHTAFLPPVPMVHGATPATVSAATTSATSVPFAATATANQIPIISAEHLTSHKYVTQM
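Ratiometric TR-FRET (665 over 545 nm, excitation 340 nm) tracks disruption of MBNL1-His/biotin-(CUG)12 complex after 60 min at room temperature, with compounds at 92 nM to 58 uM final.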
TSHR antag: human thyrotropin receptor antagonism. P16473. TSHR-expressing cells, TSH-stimulated cAMP HTRF, 2 h; stronger effect = lower value. activity change, negative = inhibition, % at 11.5 µM. hit rate 0.2% among 330,000. AID 504810;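 active means activity change below a set negative limit, meaning inhibition stronger than a set level, cut at about -70% in these data; inconclusive means activity change between two set negative limits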; further: on the % scale 0 is the no-effect control and ±100 the full control effect
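Freshly harvested TSHR cells receive pin-tooled compound, then EC80 TSH at 4nM final. After 2 hours at 37 deg C, antibody in lysis buffer and cAMP-d2 are added; 30 minutes at ambient temperature precede the HTRF read.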
Menin MLL FP TR: inhibitors of human menin-MLL interaction, mutant MLL peptide; O00255; Menin + Texas Red MLL mutant peptide, fluorescence polarization; Potency, µM (highest dose often 61.6 µM), for inactives: top-dose FP activity change, negative = inhibition, usual class: inhibitors; hit rate 0.23% among 270,000; AID 1768; active means well fitted inhibition curve with a large enough effect in the polarisation, with a control signal flat, not every such curve was filed as active; inconclusive means small, poorly fitted or top-dose-only effect, or effect the other way, or a change in a side signal; inactive means no such curve, though single readings can be large or run the other way; the % refers to the polarisation; further: potency means the concentration at half of the fitted maximal effect; % of control where 0% means no effect; many of its hits are not listed in these tables
Integrin act MD: integrin-mediated muscular dystrophy alleviation activation; alpha7betagal myoblasts, beta-gal FDG fluorescence, 48 h; Potency, µM (top dose mostly 38.3 µM), without a hit: top-dose activation, hits mostly activators; hit rate 0.064% among 350,000; AID 624291;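 further: potency means the concentration at half of the fitted maximal effect; 100% = response of the positive control SU9516; nearly all actives have a fitted effect of over 60% in size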
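alpha7betagal+/- myoblasts (passage 13, 250/well) treated 48 h at 37C with compounds at 1:260 dilution of DMSO stock. Lysed, then beta-galactosidase activity read as FDG fluorescence (ex 480/em 540) after 30 min, with pre-read for autofluorescence.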
TCR act: activators of T cell receptors; 330,000 tested, under 10 active; Potency, µM (highest dose often 9.22 µM), inactives show at the highest dose activation of IL-2 secretion, usual class: activators; primary human leukocytes, anti-CD3, IL-2 HTRF, 48 h; further: % of control where 0% means no effect
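HTRF read-out of IL-2 secretion: europium cryptate donor excited at 320nm, d2 acceptor emission at 665nm. Cells were primary human leukocytes incubated 48 hr with compounds and a-CD3 beads, supplying TCR signal only.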
A-T KAP1 phos: potential ataxia-telangiectasia treatments restoring KAP-1 phosphorylation | […] A-T fibroblasts, KAP-1 phosphorylation AlphaLISA; neocarzinostatin DNA damage 30 min before lysis | Potency, µM (titrated, usually from 57.5 µM), without a hit: at the highest dose activation, actives largely listed as activators | hit rate 0.19% among 320,000; further: potency means the concentration at half of the fitted maximal effect; % of control where 0% means no effect; nearly all actives have a fitted effect of over 45% in size
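ATM-like activity read as KAP-1 phosphorylation via AlphaLISA donor/acceptor antibody pairs after lysis and 6 hr at 25C. Cells were ATM-null patient fibroblasts ([…], hTERT), dosed 60 min, then exposed to the DSB inducer NCS for 30 min.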
* marks the source's active call; other numbers are inactive results; ? = inconclusive; nt = no result given; [ ] = dose if it differs, or a comment. Unless noted, the call rests on the fitted dose curve; in most records, active means well fitted curve in the direction sought with a large enough effect; inconclusive means small, poorly fitted or top-dose-only effect, or another doubt; inactive means no such curve, though single readings can be large; an effect the other way counts as inactive or inconclusive. The list is partial. The share of hits here may be higher or lower than overall.

SMILES	MLL CXXC-DNA inh	PTAP TSG101 blk	Mito fusion act	S-ASM inh	MBNL1-CUG inh	TSHR antag	Menin MLL FP TR	Integrin act MD	TCR act	A-T KAP1 phos
NC(Cc1c[nH]c2ccccc12)C(=O)NCc1ccccc1 (stereo not drawn)	-7%	-2%	1%	-3%	-3%	26	10%	-1%	2%	-5%
CC(=O)N1CCN(C(=O)c2ccc(S(=O)(=O)Nc3ccccc3Cl)cc2)CC1	nt	-5%	1%	-2%	nt	7	nt	0%	-2%	8%
NNc1nc2c(Cl)ccc(Cl)c2s1	3%	-4%	7%	2%	nt	-6	?	-1%	7%[46.1 µM]	-12%
CCCNC(=O)c1ccc2c(=O)n3c(-c4ccc(C)cc4)csc3nc2c1	-4%	2%	-2%	nt	17%	-4	nt	-9%	1%	14%
COCC(C)NC(=O)CCSc1nc(-c2ccc(OC)cc2)cc(C(F)(F)F)n1 (stereo not drawn)	-9%	4%	3%	-1%	13%	16	-3%	5%	-1%[46.1 µM]	nt
COC/C=C/C1=CC2=CC(=O)C(C)(OC(=O)CCC(=O)OC)C(=O)C2=CO1 (stereo not drawn)	-5%	nt	-14%	nt	11%	-7	-2%	nt	nt	-32%
O=C(NC1CCCCC1)c1csnn1	nt	-3%	nt	-1%	nt	nt	nt	-3%	-31%	nt
O=C(NCc1ccccn1)c1ccc(COc2ccc(Cl)cc2)o1	-8%	-3%	3%	5%	2%	7	-7%	25%	nt	12%
C/C(=N\O)C(C)(C)Nc1cccc(F)c1	-2%	1%	1%	3%	-2%	7	nt	11%	-4%	-7%
CCCCOC(=O)c1ccc(S(N)(=O)=O)o1	8%	-2%	-5%	7%	nt	-1	-17%	15%	1%[46.1 µM]	-1%
CCOc1[nH]n(-c2ccccc2)c(=O)c1C=Nc1ccccc1	-6%	1%	2%	-2%	6%	-1	28%	0%	-2%	0%
CC(NC(=O)C1CCCN1S(=O)(=O)c1ccccc1)c1ccccc1 (stereo not drawn)	-17%	-1%	?	-1%	-2%	8	-12%	0%	2%	31%
Cc1ccc(C(C)C)cc1NC(=O)Nc1ccc([N+](=O)[O-])cc1	2%	-1%	-36%[inhibitor]	-21%	6%	-36	?	-3%	0%	2%
Cc1ccc(SCC(=O)Nc2cccnc2)cc1	nt	-2%	nt	0%	nt	nt	nt	5%	4%	nt
CCOC(=O)c1c(S(=O)(=O)NCC(=O)Nc2ccc(F)cc2F)c(C)n(C)c1C	3%	-2%	6%	3%	-12%	-18	-10%	?	12%	-7%
Cc1ccc(-c2nnc(NCc3ccccc3)c3ccccc23)cc1	11%	0%	8%	-3%	-1%	20	-3%	-11%	0%[46.1 µM]	2%
C=COCCNC(=S)N1CCOCCOCCN(C(=S)NCCOC=C)CCOCC1	15%	2%	6%	0%	nt	-3	9%	3%	-4%	1%
CCOP(=O)(OCC)c1nc(Cc2ccccc2)oc1NCc1ccccc1	-14%	-2%	1%	-2%	nt	5	nt	4%	0%	0%
COc1cc(-c2nnc(SCC(=O)NC3CCS(=O)(=O)C3)o2)cc(OC)c1OC (stereo not drawn)	9%	0%	-10%	4%	-4%	-5	-6%	44%	-2%	10%
O=C(Cn1cc(C(=O)C2CCCCC2)c2ccccc21)NCC1CCCO1 (stereo not drawn)	0%	0%	14%	-2%	2%	6	-4%	6%	4%	6%
O=C1OC(Oc2ccccc2)(c2ccccc2)c2ccccc21 (stereo not drawn)	-3%	nt	5%	-3%	3%	-2	18%	11%	nt	10%
Cc1ccc(C(=O)N/N=C/c2nc3ccccc3n2C)cc1	3%	-6%	4%	3%	11%	5	18%	-23%	4%	12%
COc1cccc(-c2ccc(-c3noc(-c4cccs4)n3)c(OC)n2)c1	6%	-7%	1%	-8%	-5%	-2	nt	4%	16%	1%
CCNS(=O)(=O)c1ccc(CCC(=O)Nc2ccccc2C(=O)OC)cc1	4%	-6%	-3%	2%	7%	-1	-2%	-25%	2%[46.1 µM]	9%
COC(=O)c1ccc(NC(=O)CSc2nc(=O)n3cccc(C)c3n2)cc1	nt	-3%	-6%	-1%	nt	-3	nt	-16%	0%	5%
CC(=O)Nc1ccc(S(=O)(=O)NCC2CCC(C(=O)N3CCCCC3)CC2)cc1 (stereo not drawn)	5%	0%	7%	-1%	4%	-2	7%	0%	-2%	-3%
Cc1ccccc1CSc1nnc(-c2cccs2)n1Cc1ccco1	-2%	-6%	6%	-2%	-7%	-6	?	8%	-2%	4%
Cc1ccc(O)c(-c2[nH]ncc2C(=O)c2ccc(Cl)cc2)c1	?	-5%	?	-5%	0%	-11	37%[activator]	31%	5%	8%
COc1ccc(Cl)cc1N(C(C)=O)c1nc(C)cc(C)c1C#N	0%	-5%	2%	-3%	-4%	16	14%	29%	nt	5%
COc1ccccc1N1C(=O)S/C(=C\c2cc(C)n(C)c2C)C1=O	?	0%	9%	18%	16%	-1	5%	9%	-19%	-3%
CCCn1c(SCC(=O)Nc2cc(S(=O)(=O)N3CCCCC3)ccc2C)n[nH]c1=O	nt	-2%	-3%	9%	nt	5	nt	-31%	1%	6%
Cc1nc2nc(SCC(=O)NCCCN3CCCCCC3)nn2c(C)c1Cc1ccccc1	7%	-6%	-8%	0%	?	0	-28%	-13%	3%	0%
Cc1ccccc1/C=N/Nc1ccnc2cc(Cl)ccc12	15%	-3%	-22%	nt	9%	5	26%	-57%[inhibitor]	-2%[46.1 µM]	1%
Cc1cc(NS(=O)(=O)c2ccc(NC(=O)C(c3ccccc3)c3ccccc3)cc2)no1	-5%	-2%	1%	-11%	0%	11	?	14%	4%	3%
C=CCn1c(=N)n(CC(=O)c2ccc(OC)cc2)c2ccccc21	-9%	-1%	0%	-1%	-2%	-1	nt	-47%[inhibitor]	0%	0%
O=c1cc(C=NNc2ccc([N+](=O)[O-])cc2)[nH]c(=O)[nH]1	nt	0%	nt	0%	nt	nt	nt	-14%	-2%	nt
O=C(O)CCCNc1c(C(=O)Nc2ccc(Cl)cc2)cc([N+](=O)[O-])cc1[N+](=O)[O-]	9%	-5%	3%	-2%	?	1	-5%	9%	4%	1%
COc1cc2c(cc1OC)[C@@H](NC(=O)CCC1CCCCC1)[C@H](O)C2	nt	-4%	nt	3%	nt	-10	nt	-20%	-1%[46.1 µM]	10%
Cc1ccc(/C(O)=C/c2nc3ccccc3oc2=O)cc1	?	?	-3%	1%	-9%	-9	nt	-30%	1%	-1%
O=C(NCCC1=CCCCC1)C(=O)NCC(c1ccco1)N1CCN(c2ccccc2)CC1 (stereo not drawn)	-1%	0%	8%	0%	nt	6	?	17%	4%	1%
Cc1nnsc1NC(=O)OCC(C)C	-14%	-1%	2%	-1%	-2%	-2	15%	19%	-2%	1%
COc1ccccc1NC(=O)CN1CCN(CC(=O)Nc2ccc(F)cc2)CC1	-3%	-1%	3%	2%	7%	5	16%	3%	8%	-4%
Cc1onc(-c2ccccc2Cl)c1C(=O)Nc1cnn(Cc2ccccc2)c1	0%	-5%	4%	-11%	-5%	7	8%	2%	6%	-8%
CCCCn1c(N)c(N(CC(C)C)C(=O)CN2C(=O)NC3(CC(C)CC(C)(C)C3)C2=O)c(=O)[nH]c1=O (stereo not drawn)	nt	-4%	0%	2%	nt	2	nt	14%	-6%	5%
CCc1cc(=O)oc2cc(OC(C)C(=O)NCC(O)c3ccccc3)c(Cl)cc12 (stereo not drawn)	2%	-4%	-5%	11%	1%	-16	-14%	-2%	1%	0%
N#C/C(=C(\O)c1cc(Cl)sc1Cl)c1nc2ccccc2[nH]1	-21%	-7%	13%	0%	258%[activator]	40	?	1%	1%	6%
CCc1ccccc1OCC(=O)Nc1cccc(S(=O)(=O)NC2=NCCC2)c1	nt	-7%	0%	-1%	nt	37	nt	-23%	0%	10%
Cn1c(SCC(=O)NC2CCCCC2)nnc1-c1ccncc1	-3%	-3%	1%	6%	1%	-15	9%	21%	-2%	-5%
CCOC(=O)NN1C(=O)c2ccccc2NC1c1cccs1 (stereo not drawn)	33%[activator]	-3%	-1%	98%[activator]	4%	26	3%	-17%	3%	-2%
CCCCc1c(C)nc2ccccc2c1SCCC#N	-6%	-2%	?	-1%	0%	-11	-27%	-16%	-23%[46.1 µM]	3%
